TAG inh – reduces triacylglycerol accumulation in H9c2 cells; Nile Red lipid (TAG) fluorescence; cells loaded with 200 µM oleic acid; inhibition, % at 12.5 µM; 230,000 tested, 0.66% active; AID 651582;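 active = pattern-corrected inhibition of lipid staining of at least 50% with the nuclear-stain viability signal not falling by more than 50%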;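 also: 0% = DMSO wells and 100% = triacsin C control wells; some results filed as inactive read as strong as hits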
TAG inh DAPI viability – recorded beside TAG inh, whose call it bears; DAPI nuclei signal change (viability), lower = more cytotoxic, %;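 whole-well DAPI fluorescence read on a plate reader as a viability signal; minus 50 percent equals half of cells still viable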
* = called active by the depositor. An excerpt. The share of hits here may be higher or lower than overall.

SMILES	TAG inh	TAG inh DAPI viability
CC1CC(C)CN(C(=O)CSC2=Nc3ccccc3C3=NC(Cc4c[nH]c5ccccc45)C(=O)N23)C1 (stereo not drawn)	14	-3
CCOC(=O)c1ccc(S(=O)(=O)n2c(CN3CCCCC3)nc3ccccc32)cc1	6	-6
CC(=O)N(NC(N)=O)C(C)CC(=O)C1C(C)C=CCC1(C)C (stereo not drawn)	-9	5
Cc1ccc(NC(=O)c2cc(S(=O)(=O)NCC3CCCO3)ccc2F)cc1 (stereo not drawn)	-1	5
COc1cc(C(=O)NNC(=O)/C=C/c2ccco2)cc(OC)c1OC	-21	4
CCc1c(C)sc(NC(=O)CN2CCN(C(=O)c3ccco3)CC2)c1C(=O)OC	-9	-3
CCOc1ccccc1NC(=S)N1CCN(c2ccc(OC)cc2)CC1	-3	3
CC(=O)Nc1c(Cl)c(Cl)c2c(c1Cl)Cc1cc(Cl)ccc1-2	-2	0
COCC(=O)N/N=C(\C)CC(=O)NCc1ccco1	-5	4
O=C(Nc1cccc(-c2nn[nH]n2)c1)c1cccs1	2	-2
CC1CCCN(C(=O)Cn2c(=O)oc3ccccc32)C1 (stereo not drawn)	-11	9
CO/C([O-])=N/c1c[n+](-c2ccc(Cl)cc2)no1	22	-11
Cc1ccc2nc(NC(=O)c3ccco3)sc2c1	5	-1
COc1cccc(OC)c1C(=O)NC(C)C12CC3CC(CC(C3)C1)C2 (stereo not drawn)	3	-4
CCOC(=O)c1cc(-c2ccc(Cl)cc2)nc2c1c(C)nn2CCC#N	14	25
Cn1c(SCC(=O)Nc2cccc(F)c2)nc2c(c1=O)SCC2	-15	1
OC(c1cccc(Cl)c1)c1nc(-c2cnc3ccccc3c2)cs1 (stereo not drawn)	-5	-6
CN(C)S(=O)(=O)c1ccc(N2CCCC2)c(C(=O)OCC(=O)N2CCN(c3ccccc3)CC2)c1	14	-4
COc1ccccc1-c1ccc(Nc2cccc(C(F)(F)F)c2)nn1	-14	4
Cn1c(N)c(C(=O)COC(=O)COc2ccccc2Cl)c(=O)n(C)c1=O	-13	3
Cc1ccc2nc(C3CCCCC3)[nH]c2c1	-7	-5
CCCCC(c1nnnn1CC1CCCO1)N1CCN(c2ccccc2)CC1 (stereo not drawn)	-9	-1
CCc1ccc(N2CN=c3s/c(=C\c4ccccc4)c(=O)n3C2)cc1	-8	11
CC(=O)Nc1ccc(-c2ccnc(-c3ccc(NC(C)=O)cc3)n2)cc1	6	3
NS(=O)(=O)c1ccc(NC(=S)Nc2ccc(F)c(F)c2)cc1	-6	20
Cc1ccc([C@@H]2[C@@H]3C(=O)N(C)C(=O)[C@@H]3[C@]3(Cc4ccccc4)C(=O)N(CCO)CC(=O)N23)o1	-6	6
CCOc1ccccc1NC(=O)CSc1nnc(Cc2ccc(OC)cc2)c(=O)n1N	38	-10
COc1cc(Cl)c(C)cc1NC(=O)CSCC#N	0	0
CCCCCCCCCCC[C@@H](C[C@@H]1OC(=O)[C@H]1CCCCCC)OC(=O)[C@H](CC(C)C)NC=O	-91	-10
O=c1[nH]c(=S)[nH]c2nccnc12	-3	2
COc1ccc(CCNC(=O)C2CCCN2C(=O)Nc2cccc(OC)c2)cc1 (stereo not drawn)	9	2
COc1ccc(CC(=O)OCC(=O)N(C)C2CCS(=O)(=O)C2)cc1OC (stereo not drawn)	-2	7
Cn1c(SCC(=O)Nc2ccc(C(N)=O)cc2)nc2c(c1=O)SCC2	-14	0
O=C(NC1CCN(Cc2ccccc2)CC1)c1cccc(S(=O)(=O)Nc2ccc(F)cc2)c1	7	2
Cc1cccc(N2CCN(C(=O)c3cc(=O)[nH]c4ccccc34)CC2)c1C	-5	9
CCOC(=O)c1c(Nc2nc(C)c(C(=O)NC)s2)sc(C)c1C	9	0

2 of the compounds above, with two lines to a compound.
Results follow in this order: TAG inh | TAG inh DAPI viability
COc1cc(Cl)c(C)cc1NC(=O)CSCC#N
    0 | 0
CCOC(=O)c1c(Nc2nc(C)c(C(=O)NC)s2)sc(C)c1C
    9 | 0

(cont.)
SMILES	TAG inh	TAG inh DAPI viability
CCCc1cc(C(=O)Nc2ccc(C(=O)c3ccc(C)cc3)cc2)n(C)n1	2	6
N#Cc1c(N)c(C(=O)c2ccccc2)n2c1CCC2	-11	20
O=C(CCc1ccc(S(=O)(=O)NCCc2ccccc2)cc1)NCc1ccco1	5	-1
O=C(NCc1ccc(F)cc1)c1cc(C2CCCN(C(=O)c3ccc4ccccc4c3)C2)on1 (stereo not drawn)	34	-9
CC(CN1CCN(C/C=C/c2ccccc2)CC1)c1ccccc1 (stereo not drawn)	-16	5
Cc1cc(C)n2nc(C(=O)OCC(=O)c3c[nH]c4ccccc34)nc2n1	10	-13
Brc1cnc(N2CCCC2)nc1N1CCCCC1	0	3
COc1ccccc1N1CC=C(c2cccc([N+](=O)[O-])c2)NC1=O	5	-4
COCCCN1C(=O)/C(=C\c2cccs2)C(C(=O)OC)=C1C	3	7
O=C(CSc1nc2ccccc2nc1N1CCOCC1)Nc1ccccc1F	-3	6
Cc1ccccc1-c1cc(C(=O)N/N=C/c2cccnc2)c2ccccc2n1	2	2
Cc1ccc(-c2csc3ncn(CC(=O)OC(C)C)c(=O)c23)cc1	4	-9
O=c1oc(-c2ccc([N+](=O)[O-])cc2)nc2ccccc12	8	-19
COc1cc(NC(=O)C2CCCN2S(=O)(=O)c2ccc3c(c2)CCC(=O)N3)cc(OC)c1 (stereo not drawn)	4	-14
CC[C@]12c3[nH]c4ccccc4c3CCN1C(=O)C(CC(=O)NCCCn1ccnc1)C[C@@H]2C(=O)N1CCN(C(=O)c2ccco2)CC1 (stereo partly drawn)	-8	10
CCOC(=O)c1nnn(CC(=O)N2N=C(c3ccc(Cl)cc3)CC2c2ccccc2)c1C(=O)OCC (stereo not drawn)	22	11
CCOc1ccc(-n2c(O)cc(=O)[nH]c2=O)cc1	11	-11
CCOc1ccc(S(=O)(=O)N2CCCCC2)cc1NC(=O)Cc1ccccc1	-4	-4
Cc1ccc2cccc(SCC(=O)NCc3ccco3)c2n1	6	-1
CSCCC(NC(=O)COc1ccccc1)C(=O)NC1CCC(C)CC1 (stereo not drawn)	0	2
CC1=NNC(=O)C1CC(=O)N/N=C/c1sccc1C (stereo not drawn)	0	22
O=C(N/N=C/c1cn(-c2ccccc2)nc1-c1cc2ccccc2o1)c1cccnc1	35	-20
Cc1ccc(C(=O)NCC(=O)OCc2nnc(-c3ccccc3)o2)cc1	-3	-2
CCOc1ccc(NC(=O)CCSc2nnc(C)s2)cc1	7	-13
Cc1cc(C)cc(C(=O)NCC(=O)NNC(=O)CSc2ccccc2F)c1	13	7
CCCN1C(=O)C(=O)N(CC(=O)N2c3ccccc3NC(=O)CC2C)C1=O (stereo not drawn)	2	-7
CCc1nc(SCC(=O)NCc2ccc(F)cc2)c2c(=O)n(C)c(=O)n(C)c2n1	9	-15
O=C(CCCN1C(=O)/C(=C\c2ccccc2)SC1=S)N1CCOCC1	-1	6
CC(=O)c1c(C)[nH]c(C(=O)CSc2nnc(-c3ccc(Cl)cc3)n2CC2CCCO2)c1C (stereo not drawn)	7	-2
Cc1nc(NC(=O)CSc2nnnn2Cc2ccccc2)sc1C	0	5
CCCc1nnc(NC(=O)CN2C(=O)c3ccccc3S2(=O)=O)s1	-3	16
CCOC(=O)N1CCN(c2cc(NCCO)c([N+](=O)[O-])c3nonc23)CC1	12	-11
Cc1cccc([C@@H]2[C@@H]3C(=O)N(Cc4ccccc4)C(=O)[C@@H]3[C@]3(Cc4ccc(Cl)cc4)C(=O)N(c4ccccc4)C(=O)N23)c1	7	-18
O=C(Nc1ccc(C(=O)N2CCCC2)cc1)c1ccccc1	-1	3
NC(=O)c1ccc(Nc2nnc(-c3ccc(O)cc3)c3ccccc23)cc1	18	-6
CCOC(=O)c1cnc2c(c(C)nn2C)c1Oc1ccc(OC)cc1	-1	-6
Cc1nnc(SCC(=O)NCc2ccccc2)s1	-7	6
COc1ccc(-c2cn[nH]c2-c2ccc(OCc3ccc([N+](=O)[O-])cc3)cc2O)cc1OC	-13	0
O=C(c1cccc(S(=O)(=O)N2CCOCC2)c1)N1CCN(c2ccccc2)CC1	1	-2
O=C(CSc1nc(=O)[nH]c2c1CCCC2)Nc1ccc(F)cc1F	1	2
Cn1c2cc(Br)sc2c2cnn(Cc3ccc(F)cc3F)c(=O)c21	8	-16
CCOc1ccc(NC(=S)N2CCC(N(C)CCN3CCOCC3)CC2)cc1	0	-2
COc1ccc(S(=O)(=O)N2C[C@H]3CON(C)[C@H]3C[C@H]2c2ccc(-c3cc4ccccc4o3)cc2)cc1	-4	-8
N=C1CCCN1c1ccccc1O	-10	8
CC1=C(C(=O)OCC(C)C)C(c2ccc(Br)s2)NC(=O)N1 (stereo not drawn)	16	5
CC1(C)CC(=O)C(N=Nc2ccc(OC(F)F)cc2)=C(O)C1	14	4
COCc1cc(CN2CCCC(C(=O)Nc3cccc(-n4cnnn4)c3)C2)ccc1OC (stereo not drawn)	-2	6
O=C(Cn1cnc2ccccc2c1=O)NC1CCS(=O)(=O)C1 (stereo not drawn)	9	-2
Cc1ccc(S(=O)(=O)N2CCCCC2)cc1C(=O)OCC(=O)N1c2ccccc2NC(=O)C1(C)C	-19	-2
COc1ccccc1C1CC(=O)NC(C)=C1C(=O)OCC(C)C (stereo not drawn)	-14	5
Cc1ccc(NC(=O)CN(C)C(=O)c2cn(Cc3ccccc3)nc2-c2cccnc2)cc1	3	-1
O=C(COC(=O)Cn1cnc2ccccc2c1=O)NNC(=O)c1ccc(Br)cc1	0	1
Cc1cc(=O)[nH]c(/N=C(\N)Nc2ccc(Oc3ccccc3)cc2)n1	-13	10
CSc1ncccc1C(=O)Nc1cc(Cl)ccc1N1CCOCC1	9	2
C/C(=N/NC(=O)Cc1cc(=O)[nH][nH]1)c1ccc([N+](=O)[O-])cc1	0	3
CC1(C)Cc2c(sc3nc[nH]c(=O)c23)CO1	6	2
CC(C)(C)Nc1nc(SCC(=O)Nc2ccccc2Cl)nc(N2CCOCC2)n1	-6	-3
CCCCN(C(=O)c1ccc(NC2CC2)c([N+](=O)[O-])c1)c1c(N)n(CCCC)c(=O)[nH]c1=O	-12	5
O=C(COC(=O)c1cnccn1)Nc1ccc(Cl)cc1C(F)(F)F	12	-1
O=C(CN1C(=O)C2CC=CCC2C1=O)NC1CCCCC1 (stereo not drawn)	3	4

(listing goes on)
SMILES	TAG inh	TAG inh DAPI viability
O=C(CCn1c(=S)oc2ccccc21)Nc1ccc(F)cc1	-5	11
CCC(CC)C(=O)N(C)c1c(C)nc2c(OCC(=O)N(C)C)cccn12	-2	0
COCCN(C(=O)COC(=O)C12CC3CC(CC(C3)C1)C2)c1c(N)n(Cc2ccccc2)c(=O)[nH]c1=O	16	0
CC(=O)c1sc(-c2ccccc2)cc1N	-16	8
COc1ccc(-c2csc(C(NC(C)=O)c3cccc(OC)c3)n2)cc1 (stereo not drawn)	-10	3
COc1ccc(CNC(=O)CCn2c(=O)oc3ccccc32)c(OC)c1	-3	-5
CCC(=O)Nc1cccc2ccccc12	-13	-6
C=C(C)Cn1c(=O)c(NC(=O)c2ccccc2)c2n(c1=S)CCC2	19	-10
COc1ccccc1/C=C/C(=O)NCC(=O)N/N=C(\CCC(=O)O)c1ccccc1	-4	7
O=C(O)c1cccc(Nc2nc(C(F)(F)F)nc3ccccc23)c1	-6	-12
O=C(COC(=O)c1ccc2c(c1)OCCO2)NCCC1=CCCCC1	13	-18
Cc1nn(-c2ccccc2)c(C)c1/C=N/n1cnnc1	13	-4
CC1CCN(C(=O)c2[nH]cnc2C(=O)Nc2cccc(Cl)c2)CC1	-17	3
CCOC(=O)C1CCCN(CC(=O)NC2=Nc3ccccc3N=C(C)C2c2ccccc2)C1 (stereo not drawn)	-26	-4
CCOP(=O)(c1ccccc1)c1nc(-c2ccccc2C)oc1NCc1ccccc1 (stereo not drawn)	-15	4
C=CCN=C(C)C1=C(O)CCC1=O	7	-3
O=C(c1ccc(Cl)s1)N1CCN(c2ncccn2)CC1	0	8
COc1ccc(N2C(=O)CCC(C(=O)N(C)CCc3ccccn3)C2c2ccc(OC)c(OC)c2)cc1 (stereo not drawn)	0	11
CCOc1ccc(Cl)cc1S(=O)(=O)n1cnc2ccccc21	7	-13
CC(C)(C)c1nc2ccc([N+](=O)[O-])cc2[nH]1	6	-6
O=C(NC1CC1)c1cccc2c1C(=O)c1ccc(N3CCC(N4CCCCC4)CC3)cc1S2(=O)=O	10	-3
CCn1c2ccccc2c2nnc(SCC(=O)c3c(N)n(C)c(=O)n(C)c3=O)nc21	7	2

14 neighbouring entries already listed:
SMILES	TAG inh	TAG inh DAPI viability
COc1ccccc1/C=C/C(=O)NCC(=O)N/N=C(\CCC(=O)O)c1ccccc1	-4	7
O=C(O)c1cccc(Nc2nc(C(F)(F)F)nc3ccccc23)c1	-6	-12
O=C(COC(=O)c1ccc2c(c1)OCCO2)NCCC1=CCCCC1	13	-18
Cc1nn(-c2ccccc2)c(C)c1/C=N/n1cnnc1	13	-4
CC1CCN(C(=O)c2[nH]cnc2C(=O)Nc2cccc(Cl)c2)CC1	-17	3
CCOC(=O)C1CCCN(CC(=O)NC2=Nc3ccccc3N=C(C)C2c2ccccc2)C1 (stereo not drawn)	-26	-4
CCOP(=O)(c1ccccc1)c1nc(-c2ccccc2C)oc1NCc1ccccc1 (stereo not drawn)	-15	4
C=CCN=C(C)C1=C(O)CCC1=O	7	-3
O=C(c1ccc(Cl)s1)N1CCN(c2ncccn2)CC1	0	8
COc1ccc(N2C(=O)CCC(C(=O)N(C)CCc3ccccn3)C2c2ccc(OC)c(OC)c2)cc1 (stereo not drawn)	0	11
CCOc1ccc(Cl)cc1S(=O)(=O)n1cnc2ccccc21	7	-13
CC(C)(C)c1nc2ccc([N+](=O)[O-])cc2[nH]1	6	-6
O=C(NC1CC1)c1cccc2c1C(=O)c1ccc(N3CCC(N4CCCCC4)CC3)cc1S2(=O)=O	10	-3
CCn1c2ccccc2c2nnc(SCC(=O)c3c(N)n(C)c(=O)n(C)c3=O)nc21	7	2

Screening data (PubChem)
